DNA FID counter – displaces DNA intercalator in HCV helicase counter-screen; AID 1845; inhibition, % at 7.9 µM; actives 0.17% (n = 290,000); DNA fluorescent intercalator displacement, fluorescence; in the data active = inhibition above about 37%;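 note: 0% = vehicle and 100% = reference compound; higher means more ethidium bromide displaced from hairpin DNA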
IMP-1 inh – inhibitors of Pseudomonas aeruginosa IMP-1 metallo-beta-lactamase. actives 0.45% (n = 290,000). purified IMP-1, nitrocefin hydrolysis, epi-absorbance fluorescence. inhibition, % at 5.6 µM. AID 1556;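 active = inhibition above the mean plus 3 SD of all compounds in the same screening run, cut at about 4.5% in these data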;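 note: 0% = IMP-1 with DMSO and 100% = DMSO wells lacking enzyme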
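Assay system: purified recombinant IMP-1 beta-lactamase. Input: IMP-1 0.2 nM before substrate addition. Buffer or medium: Zinc- and detergent-supplemented HEPES buffer, pH 7.1. Schedule: 25 °C, 15 min preincubation, 25 min reaction. Signal: Epi-absorbance fluorescence, 480 nm excitation, 530 nm emission. Evaluation: percent inhibition from optical density relative to buffer-blank wells.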
MEKK2 mut-MEK5 – signal of MEK5 binding to mutant human MEKK2 PB1 domain; bead flow cytometry, Alexa488-MEK5 binding to MEKK2 mutant; percent response, % at 10 µM; actives 0.35% (n = 290,000); AID 1530; in the data active = percent response above about 24%, passing the limit was not always enough; note: inactives centre near 1; some results filed as inactive read as strong as hits
UBC9 SUMO inh – SUMOylation inhibition; AID 2006; inhibition, % at 35 µM; actives 0.36% (n = 290,000); P63279; HTRF SUMOylation assay, SAE1/SAE2 + UBC9, in vitro; in the data active = inhibition above about 50%, passing the limit was not always enough; inconclusive = no clear call, values can overlap the other calls; note: strong numbers were not always called active
Target sequence (P63279 whole entry, looked up): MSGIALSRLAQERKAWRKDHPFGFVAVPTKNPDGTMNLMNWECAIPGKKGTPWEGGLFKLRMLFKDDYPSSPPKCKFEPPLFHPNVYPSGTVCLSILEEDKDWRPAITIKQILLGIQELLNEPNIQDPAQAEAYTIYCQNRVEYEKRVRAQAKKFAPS
NS3 helicase inh – blocks Hepatitis C virus NS3 helicase unwinding; actives 0.56% (n = 290,000); AID 1800; NS3 helicase DNA unwinding, Cy5 molecular beacon fluorescence; inhibition, % at 10.9 µM;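 active = inhibition above the mean of all tested compounds plus 3 SD, set per campaign, cut at about 35% in these data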;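 note: 0% = DMSO wells and 100% = thioflavine S control wells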
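test system = hepatitis C virus NS3 helicase domain fragment enzyme | reagent = annealed dual-labelled DNA beacon duplex, ATP-started | times = 1 h at 25 °C | detection = Cy5 fluorescence, 0 and 60 min reads | read-out basis = percent inhibition from t60/t0 fluorescence ratio | control set = DMSO and thioflavine S | replication = one well per compound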
MEKK2wt PB1 HTS – raises or lowers MEK5 binding to wildtype human MEKK2 PB1 domain; Q9Y2U5; bead flow cytometry, Alexa488-MEK5 binding to MEKK2 WT; actives lie on both sides; binding response (% of control), % at 10 µM; actives 1.1% (n = 290,000); AID 1531; in the data active = binding response below about 67% or above about 130%; inconclusive = no clear call, values can overlap the other calls; inactive = in between
NALP1 inh – inhibitors of NALP1 inflammasome in yeast. S. cerevisiae NALP1/ASC/caspase-1 growth, X-gal OD620, 72 h. inhibition, % at 10 µM. actives 0.61% (n = 280,000); in the data active = inhibition mostly above about 24%, no sharp cut-off; inactive = mostly below about 32%; note: some compounds called inactive have numbers as strong as hits
M18AAP inhibitor – PfM18AAP enzyme inhibition; inhibition, % at 7.35 µM; recombinant PfM18AAP, H-Glu-NHMec fluorogenic cleavage; actives 1.2% (n = 290,000);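 active = inhibition above the campaign mean inhibition over all tested compounds plus 3 SD, cut at about 28% in these data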;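 note: 0% = plate median of test compound wells and 100% = 2 mM ZnCl2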
VIM-2 inh – blocks Pseudomonas aeruginosa VIM-2 metallo-beta-lactamase; purified VIM-2, nitrocefin hydrolysis, epi-absorbance fluorescence; inhibition, % at 5.6 µM; actives 0.89% (n = 290,000);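 active = inhibition above the mean of all tested compounds plus 3 SD, cutoff set per screening run, cut at about 7.5% in these data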;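 note: red hydrolysis product quenches plate fluorescence so inhibitors raise well fluorescence; 0% = enzyme with DMSO and 100% = DMSO without enzyme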
Numbers without * were called inactive; ? = inconclusive; · = no result given.

SMILES	DNA FID counter	IMP-1 inh	MEKK2 mut-MEK5	UBC9 SUMO inh	NS3 helicase inh	MEKK2wt PB1 HTS	NALP1 inh	M18AAP inhibitor	VIM-2 inh
COc1cccc(CC2(CO)CCCN(Cc3ccc(CO)o3)C2)c1 (stereo not drawn)	1	-4.3	-2	-3	2	99	9	-12	-0.8
O=C(CC1OC(=O)c2ccccc21)Nc1ccccc1N1CCOCC1 (stereo not drawn)	-11	0.3	-9	-6	6	97	-8	0	-0.3
COc1ccc(/C=C/C(=O)NC(=S)Nc2cc([N+](=O)[O-])ccc2O)cc1OC	-1	-2.2	-5	-14	7	94	10	0	-0.1
CC(C)Oc1ccc(C(=O)NCCCNC(=O)c2ccccn2)cc1	-18	-0.6	1	5	-1	95	6	-3	-0.6
Cc1ccccc1CN1C(=O)CSc2ccc(C(=O)N3CCOCC3)cc21	-21	-1.6	10	-4	1	105	0	-3	-1.2
O=c1c2cc(N3CCOCC3)ccc2[nH]c(=S)n1CCCN1CCCCCC1	27	-6.1	13	38	-19	148*	2	11	-8.4
CCC(=O)Nc1ccc2ccccc2c1	0	-2.8	-3	-10	1	93	35	6	-1.4
Cc1ccc(C(=O)OC(C)C(=O)NC2CCCCC2C)cc1S(=O)(=O)N1CCCCC1 (stereo not drawn)	-35	-2.4	-1	-9	-1	98	20	1	-2.6
NS(=O)(=O)c1ccc2nc(NC(=O)Nc3ccccc3F)sc2c1	5	-4.5	4	20	-1	99	15	4	-2.4
CCSc1nnc(Cn2c(=O)sc3ccccc32)n1-c1ccccc1C	-11	-1.5	-4	-8	-5	91	23	5	0.1
CCCN(CCC)CCCNC(=O)c1cc2c(=O)[nH]c3ccccc3c2n1C	1	-0.7	2	-8	-9	106	13	0	8.9*
Nc1nc2ccccc2nc1N1CCCC1	-3	-1.1	4	-5	-7	105	-10	7	-1.5
Cc1cc2ccccc2nc1SCC(=O)N1c2ccccc2CC1C (stereo not drawn)	-7	-0.7	-5	0	21	86	-8	8	0.7
CCC(C(=O)OC)n1cnc2c(nnn2-c2ccccc2)c1=O (stereo not drawn)	-8	-3.8	4	2	22	100	3	2	-3.7
CN1CCN(c2ccc(NC(=O)CN3CCOCC3)cc2F)CC1	4	-4.3	-8	3	-9	74	4	-4	-1.2
O=C(NCc1ccccn1)Nc1cc(Cl)cc(Cl)c1	-3	-2.7	8	11	-6	105	18	-15	-2.1
CCc1ccc(-c2n[nH]c(=O)c3ccccc23)cc1	-13	-4.0	11	4	5	108	10	1	-0.1
CCN(C(=O)COC(=O)c1cc(NS(=O)(=O)c2ccc(Cl)c([N+](=O)[O-])c2)ccc1O)C1CCCCC1	-4	0.1	14	-33	1	105	22	-8	-2.6
O=C(c1cccnc1)n1nc(NCc2ccccc2)nc1NCc1ccccc1	-23	-2.4	-2	-23	-10	102	-25	28*	-0.4
COc1cccc(NC(=O)c2ccccc2-c2ccccc2)c1	-15	-2.0	2	0	3	96	8	-3	-1.6
NS(=O)(=O)c1ccc(CCNC(=O)C2CCC(CNS(=O)(=O)c3ccc(Br)s3)CC2)cc1 (stereo not drawn)	-22	-0.3	-1	19	1	102	-1	-3	0.6
Cc1ccc(C2N(c3ccccc3)C(=O)N3CCCN23)cc1 (stereo not drawn)	-11	-0.5	-15	6	5	77	-19	-6	-0.3
COc1cc(CNc2ccc(O)cc2)cc(Br)c1OCc1ccccc1F	1	-4.3	5	91*	19	85	35	16	-3.0
CCCN1C(=O)C(NC(C)=O)c2ccccc21 (stereo not drawn)	-12	-2.9	-20	-3	-3	?	-4	2	-2.3
CCCOc1ccc2c3c(c(=O)oc2c1)CCCC3	-7	-3.3	6	-9	-10	98	7	-4	2.3
CC(C)OP(=O)(c1ccc(N(C)C)cc1)C(O)c1cccnc1 (stereo not drawn)	-10	-1.1	2	5	1	97	-10	4	-0.8
Cc1nn(C(C)C(=O)NCc2ccc(Cl)cc2)c(=O)c2cc3occc3n12 (stereo not drawn)	-27	-0.7	0	8	5	102	15	0	-0.3
Cc1ccc(-c2c(C#N)c(N)nc3c2CCCC3)s1	-2	-3.1	2	11	2	98	30	3	0.9
O=C(NCc1ccc(Cl)cc1)c1cc(-c2cccs2)on1	-4	0.6	8	22	-1	105	-11	4	-4.3
CC1=C(C(=O)Nc2ccccc2F)C(c2ccsc2)C2=C(CC(C)(C)CC2=O)N1 (stereo not drawn)	-6	-1.9	2	10	-4	104	22	0	-3.2

An excerpt of these results, with bars between the fields.
SMILES | DNA FID counter | IMP-1 inh | MEKK2 mut-MEK5 | UBC9 SUMO inh | NS3 helicase inh | MEKK2wt PB1 HTS | NALP1 inh | M18AAP inhibitor | VIM-2 inh
Cc1ccc(-c2c(C#N)c(N)nc3c2CCCC3)s1 | -2 | -3.1 | 2 | 11 | 2 | 98 | 30 | 3 | 0.9
O=C(NCc1ccc(Cl)cc1)c1cc(-c2cccs2)on1 | -4 | 0.6 | 8 | 22 | -1 | 105 | -11 | 4 | -4.3

Next part:
SMILES	DNA FID counter	IMP-1 inh	MEKK2 mut-MEK5	UBC9 SUMO inh	NS3 helicase inh	MEKK2wt PB1 HTS	NALP1 inh	M18AAP inhibitor	VIM-2 inh
C=CCOc1c(Cl)cc(/C=N/O)cc1OC	5	2.8	-4	0	2	95	-7	1	-0.3
CC(N=C1NS(=O)(=O)c2ccccc21)C(=O)NCc1ccc2c(c1)OCO2 (stereo not drawn)	-3	-2.0	17	8	9	102	-2	0	-2.9
Cc1cc(C)nc(N2CCCC(C(=O)Nc3cc(F)ccc3C)C2)n1 (stereo not drawn)	-5	-0.9	·	28	-1	·	8	5	-1.3
COC(=O)c1ccc(COc2ccc(Cl)cc2)o1	-7	-3.1	-7	1	-4	94	24	0	-0.5
CCC(Cc1ccccc1)NC(=O)C1CCC(CNc2c(N3CCCC3)c(=O)c2=O)CC1 (stereo not drawn)	-30	-4.4	1	9	6	106	-25	8	-4.9
O=C(c1cccs1)N1CCN=C1SCc1ccc(F)cc1	-3	-2.1	-1	8	-3	96	·	-7	-1.1
Cc1nc2ccccc2cc1OCc1ccccc1	-13	-0.4	·	14	1	·	2	-7	-1.1
COC(=O)c1sccc1NC(=O)Nc1cccc(Cl)c1Cl	-1	-3.8	6	-17	-4	109	-3	1	-1.6
NC(=O)CSc1nnc(-c2cnccn2)n1Cc1ccco1	-1	-3.6	-2	13	-5	95	·	-15	-2.0
Cc1c(S(=O)(=O)N2CCN(c3cccc(C(F)(F)F)c3)CC2)c(=O)n(C)c(=O)n1C	-2	-1.6	-4	14	-3	95	·	-1	0.2
COc1ccc(OC)c(NC(=O)N[C@H](Cc2ccccc2)C(=O)NN)c1	-10	-1.1	-5	10	6	93	3	-5	-1.9
CC(NC(=O)c1ccco1)C(=O)NC(C)c1cc(F)c(Cl)cc1Cl (stereo not drawn)	-12	-0.8	-9	1	-12	93	-3	-2	-1.5
CC(C)N(Cc1nc(-c2ccccc2)no1)C(=O)C(C)(C)C	-22	-2.7	1	5	-4	101	2	4	-1.0
C/C(=C1/SC(N2CCOCC2)=NC1=O)c1ccc(Br)cc1	-4	-4.8	0	-7	-3	103	14	2	-1.8
CCCNC(=O)COC(=O)CCC(=O)c1cccs1	-2	-2.4	0	-5	-9	104	23	-1	-2.6
Cc1ccc2nc(SCC(=O)N3c4ccccc4CC3C)c(C)cc2c1 (stereo not drawn)	6	-1.2	0	12	8	115	8	-4	-2.7
O=C(NN1C(=O)CSC1=S)C(=O)NN1C(=O)CSC1=S	8	18*	-5	96*	7	97	-4	41*	4.2
COc1ccc(C(=O)COC(=O)C2CCC(=O)N2)cc1 (stereo not drawn)	-3	0.3	-13	25	20	83	-14	-7	-0.3
Cc1ccc(-n2nc(C)c(=O)c(-c3ccccc3)c2NC(=O)C(C)C)cc1	0	-2.7	0	8	-4	103	·	3	-2.5
Cc1cc(NC(=O)CSc2nc3cc(Cl)ccc3c(=O)n2Cc2ccco2)no1	1	-2.8	0	24	6	106	-1	1	-2.8
O=C(NCCC1=CCCCC1)C(=O)c1c[nH]c2ccccc12	-5	-0.8	1	-31	-7	106	28	-3	1.2
O=C(CSc1n[nH]c(-c2ccncc2)n1)Nc1ccc(Br)cc1	2	-3.3	7	2	1	104	9	-9	-4.3
COc1cccc(CN(C)c2nc(-c3cccs3)nc3ccccc23)c1	-8	-3.3	-2	11	5	102	·	-8	-1.2
C[C@H](NC(=O)C1CC(=O)N(c2ccc3c(c2)OCCO3)C1)C(=O)N1CCC(C(=O)O)CC1 (stereo partly drawn)	-1	-1.2	-1	-8	7	101	31	1	-0.5
N#Cc1c(Cl)nsc1NN	5	-5.2	1	4	-9	89	-11	39*	-0.3
NC(=O)c1ccccc1O	0	-0.6	3	2	7	87	13	-2	-1.5
COc1sc(SC)cc1/C=N/NC(=O)c1ccncc1	-9	-3.4	-4	-4	-5	97	0	13	-2.3
Fc1cccc(CN2CCN(c3ncccn3)CC2)c1	6	-2.5	-5	6	-11	97	-4	2	-0.1
Cc1ncc(CC(=O)n2cc(C(=O)c3cc(F)ccc3O)cn2)s1	-4	0.2	12	30	-13	99	-8	13	-2.6
CC(Sc1ccc(Br)cc1)C(N)=O (stereo not drawn)	0	-1.8	-2	-4	-3	88	27	-2	0.7

Looked up above:
COc1cccc(CN(C)c2nc(-c3cccs3)nc3ccccc23)c1 in UBC9 SUMO inh is listed with 11
O=C(NN1C(=O)CSC1=S)C(=O)NN1C(=O)CSC1=S in NS3 helicase inh is listed with 7
N#Cc1c(Cl)nsc1NN in M18AAP inhibitor is listed with 39*

Remaining list, next part:
SMILES	DNA FID counter	IMP-1 inh	MEKK2 mut-MEK5	UBC9 SUMO inh	NS3 helicase inh	MEKK2wt PB1 HTS	NALP1 inh	M18AAP inhibitor	VIM-2 inh
CN(C)CCNC(=O)C(C(=O)c1ccccc1)n1ccccc1=O (stereo not drawn)	5	-3.9	-8	12	12	89	11	15	-2.0
CCC(=O)N1CCCc2cc(S(=O)(=O)NCc3cccs3)ccc21	-11	-1.2	8	16	-4	108	-1	-7	0.0
CCC(C)c1ccc(-c2cc(C(=O)OCC(=O)Nc3cc(C)on3)c3ccccc3n2)cc1 (stereo not drawn)	2	-0.5	11	2	8	102	7	-6	-4.1
Cc1ccc(-c2nc3ccccc3c(=O)n2CCCN2CCOCC2)cc1	-9	-5.5	-2	10	9	91	35	4	-3.5
O=C(O)c1ccc(S(=O)(=O)NC2CCCCCC2)cc1	4	-5.0	8	-5	5	99	4	-7	-3.0
CCOc1ccccc1N1CCN(C(=O)c2csc(C)c2CC)CC1	-44	-2.6	0	12	1	107	10	-9	-3.1
COc1ccc(Cc2nnc(NC(=O)Cc3cccs3)s2)cc1	-8	2.0	·	35	18	·	17	5	-3.7
COCCn1c(C(=O)N2CCCC2)cc2c1C[C@H]1CN(C(=O)c3ccccc3)[C@@](Cc3ccc(F)cc3)(C(=O)OC)[C@@H]21	-54	-3.3	-4	1	-3	96	23	-1	-1.3
CC(C)C12CN3CC(C(C)C)(CN(C1)C3c1ccc([N+](=O)[O-])o1)C2=O (stereo not drawn)	-3	-3.5	-3	-27	5	95	·	0	-3.0
CC(=O)NCCn1c(SCC(=O)NCCC2=CCCCC2)nc2ccccc2c1=O	-8	-4.1	0	2	11	92	17	9	-2.8
